MCF10A rerep: DNA re-replication induction in MCF 10a cells | MCF 10A DNA re-replication, Hoechst nuclear intensity, 48 h | Potency, µM (series often up to 46.1 µM), inactives show top-dose activity, positive = re-replication, actives largely listed as activators | hit rate 2.9% among 350,000 | AID 624296; note: potency is the fitted concentration of half-maximal effect; % of control where 0% means no effect; nearly all actives have a fitted effect of over 50% in size
HT1080NT lethal: kills 2HG-producing HT-1080-NT fibrosarcoma cells | HT-1080-NT fibrosarcoma viability, CellTiter-Glo ATP luminescence, 48 h | Potency, µM (series often up to 46.1 µM), inactives show at the highest dose activity, negative = less viability, most hits filed as cytotoxic | hit rate 1.6% among 360,000 | AID 686970;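 note: NT is the 2HG producing partner of a matched IDH1 knockdown line; potency is the fitted concentration of half-maximal effect; 0% = DMSO-treated cells and -100% = media-only wells without cells; nearly all actives have a fitted effect of over 55% in size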
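A 48-hour cytotoxicity screen used HT-1080-NT cells plated 2 hours before compound delivery. ATP-based CellTiter-Glo luminescence measured viability, normalized to DMSO and no-cell controls.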
IL1B secr inh: blocks inflammasome-driven IL-1 beta release | THP-1 LPS/ATP IL-1B secretion, AlphaLISA, 16 h; stronger effect = lower value | activity change, % at 57.5 µM | hit rate 4.7% among 360,000 | AID 743279; in the data active = activity change below about -50%; inconclusive = mostly about -30% to -49%; note: % is set by controls: 0 for no effect and ±100 for the full control effect
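THP-1 cells pretreated 1 hr with compounds (up to 57.5 uM final), then stimulated with LPS (250 ng/mL final) plus ATP (1.25 mM final); secreted IL-1B measured by AlphaLISA after 16 hr, decreased signal indicating inhibition.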
SW480 rerep: inducers of DNA re-replication in SW480 colon cancer cells; SW480 DNA re-replication, Hoechst DNA content imaging, 48 h; Potency, µM (titrated, usually from 46.1 µM), inactives show top-dose re-replication activation, most hits filed as activators; hit rate 1.8% among 340,000; AID 624297; note: potency is the fitted concentration of half-maximal effect; % of control where 0% means no effect; nearly all actives have a fitted effect of over 55% in size
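Readout is total intensity of Hoechst-stained nuclei, excited at 405 nm and collected at 500-530 nm. Compound treatment lasted 48 hr at 37 C in 5% CO2 before staining.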
ATXN2 expr inh: ATXN2 expression inhibition. HEK-293 ATXN2-luciferase reporter, luminescence, 24 h. AID 1745845. hit rate 0.72% among 360,000. Potency, µM (highest dose often 57 µM), without a hit: at the highest dose activity change, negative = inhibition, most hits filed as inhibitors; note: potency is the fitted concentration of half-maximal effect; % is set by controls: 0 for no effect and ±100 for the full control effect; nearly all actives have a fitted effect of over 55% in size
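ATXN2-luciferase reporter cells (luciferase flanked by upstream and downstream ATXN2 gene portions) were treated 24 h at 37 °C with compounds at up to 57 uM. SteadyGlo luminescence gave expression; GF-AFC fluorescence gave viability.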
KB-V1 cytotox: KB-V1 MDR subline cytotoxicity | KB-V1 MDR cells viability, CellTiter-Glo, 72 h | Potency, µM (highest dose often 46.1 µM), for inactives: top-dose activity change, negative = cytotoxicity, most hits filed as cytotoxic | hit rate 3.4% among 400,000 | AID 1347076; note: potency is the fitted concentration of half-maximal effect; % is set by controls: 0 for no effect and ±100 for the full control effect; nearly all actives have a fitted effect of over 60% in size
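Readout: CellTiter-Glo luminescence, 10 min after addition. Cells: KB-V1 MDR subline, 72 h at 37 degrees C with compound. Analysis: corrected, normalized data fitted to concentration-effect curves.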
S2 tox: cell viability loss in ATXN counter-screen | S2 cells (HEK-293 line with an ATXN2-luciferase reporter) viability, CellTiter-Fluor protease fluorescence, 24 h | Potency, µM (highest dose often 56.7 µM), actives largely listed as cytotoxic | hit rate 0.49% among 400,000 | AID 651635; note: potency is the fitted concentration of half-maximal effect; nearly all actives have a fitted effect of over 40% in size
HT1080 IDH1KD tx: kills HT-1080 cells with IDH1 knockdown | HT-1080 IDH1 knockdown viability, ATP luminescence, 48 h | Potency, µM (series often up to 46.1 µM), without a hit: at the top dose activity, negative = toxicity, most hits filed as cytotoxic | hit rate 2% among 360,000 | AID 686971;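 note: potency is the fitted concentration of half-maximal effect; 0% = DMSO wells and -100% = cell-free medium wells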
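After a 2 h attachment period, IDH1KD HT-1080 cells took pin-transferred compound for 48 h at 37 °C; ATP-based luminescence after 10 min room-temperature reagent incubation reported viability.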
KB-3-1 cytotox: KB-3-1 parental cell cytotoxicity. KB-3-1 viability, CellTiter-Glo ATP luminescence, 72 h. Potency, µM (highest dose often 46.1 µM), for inactives: at the highest dose activity change, negative = cytotoxic, actives largely listed as cytotoxic. hit rate 1.4% among 400,000; note: potency is the fitted concentration of half-maximal effect; % is set by controls: 0 for no effect and ±100 for the full control effect; nearly all actives have a fitted effect of over 60% in size
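Parental KB-3-1 adenocarcinoma cells in phenol-red-free DMEM with 10% FBS were pin-treated with compounds at several concentrations, incubated 72 h at 37 °C, and viability read by CellTiter-Glo luminescence; concentration-effect curves were fitted after normalization.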
Numbers without * were called inactive; i = inactive; u = inconclusive; x = not tested or not shown; [ ] = remark or other dose. Unless noted, calls come from the whole dose curve; as a rule, active = well fitted curve in the direction sought with a large enough effect; inconclusive = small, poorly fitted or top-dose-only effect, or another doubt; inactive = no such curve, though single readings can be large; an effect the other way counts as inactive or inconclusive.

SMILES	MCF10A rerep	HT1080NT lethal	IL1B secr inh	SW480 rerep	ATXN2 expr inh	KB-V1 cytotox	S2 tox	HT1080 IDH1KD tx	KB-3-1 cytotox
CN(c1ccc(C(=O)N2CCc3ccccc3C2)cc1)S(C)(=O)=O	-3%	-2%	0	-4%	11%	-1%	i	-10%	-6%
Cc1ccc(C(C(=O)NC2CCCCC2)N(C(=O)Cc2c[nH]c3ccccc23)c2ccccc2C)o1 (stereo unspecified)	u	15µM*	21	u	-16%	u	u	23µM*	u
C=CCc1ccccc1OCC(=O)N/N=C/c1ccccc1OCC	5%	4%	-9	-1%	-5%	-7%	i	-1%	10%
Cc1ccc(N2CCN(S(=O)(=O)N3CCCCC3)CC2)cc1Cl	8%	11%	0	0%	-1%	u	i	29%	-6%
FC(F)(F)c1cccc(N2CCN(CC3CC4C=CC3C4)CC2)c1 (stereo unspecified)	10%	8%	11	-3%	-10%	-29%	i	5%	-3%
Cc1ccccc1C(=O)OCn1nnc2ccccc2c1=O	2%	13%	20	-6%	9%	-8%	i	3%	0%
CCCCN(C(=O)c1ccc(N2CCCC2=O)cc1)c1c(N)n(CC(C)C)c(=O)[nH]c1=O	-10%	-2%	-6	-6%	5%	-13%	i	-2%	7%
COc1ccc(CCNC(=O)C(=O)NCC2OCCN2S(=O)(=O)c2ccc(OC)c(OC)c2)cc1 (stereo unspecified)	-1%	-6%	-10	u	20%	-20%	x	-3%	0%
COc1ccc(-n2c(SCC(=O)Nc3ccc4c(c3)OCO4)nc3c(c2=O)SCC3)cc1	-1%	9%	17	-13%	0%	0%	u	2%	5%
CCc1nnc(NC(=O)CCN2C(=O)C3CCCCC3C2=O)s1 (stereo unspecified)	1%	-4%	-21	u	14%	19%	i	0%	-4%
C/C(CC(=O)Nc1ccccn1)=N\NC(=O)Cc1cccc2ccccc12	-12%	-2%	27	-8%	-15%	-7%	i	-1%	2%
CC(C)(C)OC(=O)NCCCCCNC(=O)c1[nH]cnc1C(=O)NC1CCN(C(=O)OC(C)(C)C)CC1	u	-4%	21	u	-25%	-4%	u	-8%	7%
Cc1cccc(C)c1NC(=O)CSc1nnc(C)n1-c1ccccc1	-26%	9%	2	1%	5%	-13%	i	2%	-2%
CCc1nc(N2CCN(C(C)=O)CC2)c2c3c(sc2n1)CC(C(C)(C)C)CC3 (stereo unspecified)	3%	-2%	4	10%	x	-4%	u	0%	0%
CC[C@H](C)[C@H](NC(N)=O)C(=O)Nc1ccc(OC)c(Cl)c1	7%	15%	-17	-32%[inhibitor]	-12%	15%	i	0%	11%
CC(=O)Nc1ccc(NC(=O)CSc2ccc(C(F)(F)F)cc2[N+](=O)[O-])cc1	-6%	0%	0	-10%	-28%[11.3 µM]	-6%	i	16%	1%
COc1ccc(OC)c(C(c2nnnn2C2CCCC2)N2CCc3ccccc3C2)c1 (stereo unspecified)	-1%	-19%	-16	-3%	-19%	16µM*	u	-1%[9.24 µM]	u
C=C(C)C1(O)OC(=O)C=C1OC (stereo unspecified)	u	-13%	-76*	u	2%	u	i	-11%	0%
Cc1nn(CC(=O)NCc2ccc(Cl)cc2)c(C)c1[N+](=O)[O-]	1%	11%	3	u	-1%	-16%	i	7%	2%
O=C(COC(=O)c1n[nH]c2ccccc12)NC(=O)NC12CC3CC(CC(C3)C1)C2	u	-13%	28	u	-35%	-25%	i	-19%	11%
Cc1cc(-n2c(SCC(=O)NCc3cccs3)nc3n[nH]c(C)c3c2=N)ccc1Cl	u	u	13	5%	-23%	16%	u	u	5%
Cc1ccc2c(c1)N(C(=O)CCC(=O)N1CCN(c3ccccn3)CC1)CC(C)O2 (stereo unspecified)	18%	7%	-12	-7%	-12%	5%	i	5%	-4%
O=C(COc1ccc(Cl)cc1)NCCc1csc(-c2ccc(F)cc2)n1	x	x	x	x	u	17%	i	x	0%
COc1ccc(-n2cc(CNCCc3nc(C)cc(C)n3)c(-c3ccccc3Cl)n2)cc1	u	16µM*	u	-1%	-27%	u	u	16µM*	-4%
O=C(Cn1c(=O)c2ccccc2n2nncc12)Nc1cccc(F)c1	x	x	x	x	-6%	u	i	x	24%
O=c1n(Cc2ccccc2)c2cc(Cl)cnc2n1Cc1ccccc1	u	-18%	u	0%[9.22 µM]	-1%	0%	i	-26%	0%
CC1(C(=O)Nc2ccc3c(c2)OCCO3)CSCC(=O)N1CCOc1ccccc1 (stereo unspecified)	x	-1%	-3	x	x	u	x	2%	3%
Cc1ccc(N2CCN(C(=O)c3ccccc3NC(=O)c3ccccc3C(=O)O)CC2)cc1	1%	9%	0	0%	32%	0%	i	3%	-3%
CCN(C(=O)CN1C(=O)S/C(=C\c2ccc(F)cc2)C1=O)C1CCS(=O)(=O)C1 (stereo unspecified)	0%	0%	-16	-7%	10%	11%	i	-10%	-15%
COc1cccc(NC(=O)NC2CCN(CC(=O)Nc3ccccc3[N+](=O)[O-])CC2)c1	u	-24%	-20	-3%	-11%	-18%	u	-8%	3%
CSc1ccc(S(=O)(=O)NC2CC3CCC2C3)cc1 (stereo unspecified)	18%	1%	0	-50%[inhibitor]	-34%	-13%	i	2%	-3%
Cc1ccc(N2CC(C)Cn3c2nc2c3c(=O)[nH]c(=O)n2C)cc1C (stereo unspecified)	0%	-3%	31	-2%	-8%	u	i	8%	0%
COc1cc(C(=O)NCCCCCCNC(=O)c2cc(OC)c(OC)c(OC)c2)cc(OC)c1OC	u	10%	8	-44%[inhibitor]	22%	-3%	i	11%	-2%
Cc1cc(C(=O)COC(=O)c2ccc3c(c2)NC(=O)CS3)c(C)n1CCc1ccc(Cl)cc1	2%	11%	12	-27%	-2%	-3%	i	4%	-1%
CCc1cc2cc(C)c(C)cc2nc1SCC(=O)Nc1cc(C)on1	17%	1%	1	5%	3%	-4%	i	3%	-3%
COCCNc1nnc(SCC(=O)Nc2cc(-c3ccccc3)nn2-c2ccccc2)s1	1%	-9%	-3	-3%	-1%	16µM*	i	6%	22%
Cc1cccc(NC(=O)C2CCN(C(=O)c3ccco3)CC2)c1C	-1%	17%	-6	-17%	7%	-2%	u	5%	2%
COc1cc(CNC(=O)c2cc(-c3cc(F)ccc3OCC3CCCO3)n[nH]2)cc(OC)c1 (stereo unspecified)	x	3%	-21	x	-7%	4%	i	0%	0%
CS(=O)(=O)N(CC(=O)Nc1ccc(S(=O)(=O)N2CCCC2)cc1)c1ccccc1F	-3%	0%	-9	9%	10%	-15%	i	5%	14%
COc1ccc(Cl)cc1C(=O)NNC(=O)CSc1nnc2ccccn12	1%	-1%	22	-14%	-14%	-1%	i	8%	-3%
CCC(=O)N1CCCC(C(=O)c2ccc(-c3ccccc3)cc2)C1 (stereo unspecified)	3%	-3%	-68*	-11%[9.22 µM]	15%	-15%	i	-29%	u
COc1ccc(CCC(=O)N2CCCSC2=Nc2ccc(C(C)=O)cc2)cc1	4%	-7%	5	72%	3%	-29%	i	1%	0%
Cc1cc(C(=O)OCC(=O)Nc2ccc(S(=O)(=O)N3CCOCC3)cc2)c(C)o1	11%[9.22 µM]	0%	-6	-2%	3%	14%	i	1%	2%
CCN(Cc1ccccc1)S(=O)(=O)c1ccc(C(=O)Nc2nnc(C3CC3)o2)cc1	7%	-15%	36	u	20µM*	-12%	i	-17%	u
Oc1c(Cl)cc(Cl)cc1/C=C/c1ccc2cccc(O)c2n1	6.5µM*	u	11	12µM*	u	u	i	u	u
O=C(O)c1cc(S(=O)(=O)Nc2cc(Cl)ccc2Oc2ccccc2)ccc1O	u	-3%	26	1%	10%	u	i	9%	8%
COc1ccc(/C=C/c2nnc(NC(=O)C(C)C)s2)cc1	u	-3%	-4	17%	24%	-6%	i	-3%	2%
COc1cc(CNCc2ccc(SC)cc2)cc(OC)c1	u	2%	-6	-9%	-12%	u	i	-4%	-1%

A second format for 10 compounds above:
Under each structure – MCF10A rerep, HT1080NT lethal, IL1B secr inh, SW480 rerep, ATXN2 expr inh, KB-V1 cytotox, S2 tox, HT1080 IDH1KD tx, KB-3-1 cytotox
CSc1ccc(S(=O)(=O)NC2CC3CCC2C3)cc1 (stereo unspecified)
  18%, 1%, 0, -50%[inhibitor], -34%, -13%, i, 2%, -3%
Cc1ccc(N2CC(C)Cn3c2nc2c3c(=O)[nH]c(=O)n2C)cc1C (stereo unspecified)
  0%, -3%, 31, -2%, -8%, u, i, 8%, 0%
COc1cc(C(=O)NCCCCCCNC(=O)c2cc(OC)c(OC)c(OC)c2)cc(OC)c1OC
  u, 10%, 8, -44%[inhibitor], 22%, -3%, i, 11%, -2%
Cc1cc(C(=O)COC(=O)c2ccc3c(c2)NC(=O)CS3)c(C)n1CCc1ccc(Cl)cc1
  2%, 11%, 12, -27%, -2%, -3%, i, 4%, -1%
CCc1cc2cc(C)c(C)cc2nc1SCC(=O)Nc1cc(C)on1
  17%, 1%, 1, 5%, 3%, -4%, i, 3%, -3%
COCCNc1nnc(SCC(=O)Nc2cc(-c3ccccc3)nn2-c2ccccc2)s1
  1%, -9%, -3, -3%, -1%, 16µM*, i, 6%, 22%
Cc1cccc(NC(=O)C2CCN(C(=O)c3ccco3)CC2)c1C
  -1%, 17%, -6, -17%, 7%, -2%, u, 5%, 2%
COc1cc(CNC(=O)c2cc(-c3cc(F)ccc3OCC3CCCO3)n[nH]2)cc(OC)c1 (stereo unspecified)
  x, 3%, -21, x, -7%, 4%, i, 0%, 0%
CS(=O)(=O)N(CC(=O)Nc1ccc(S(=O)(=O)N2CCCC2)cc1)c1ccccc1F
  -3%, 0%, -9, 9%, 10%, -15%, i, 5%, 14%
COc1ccc(Cl)cc1C(=O)NNC(=O)CSc1nnc2ccccn12
  1%, -1%, 22, -14%, -14%, -1%, i, 8%, -3%

Screening results from PubChem.

Rows were taken by chance; any-hit rate near 11%.
